# CHRM4 antagonist: human M4 muscarinic receptor antagonists, primary screen, CHO cells, Fluo-8 calcium fluorescence. inhibition, % at 3 µM. CHO-hM4 cells, ACh EC80. 0.73% of 360,000 active. AID 624125, 2012. Muscarinic acetylcholine receptor M4 (Homo sapiens), P08173;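 active = inhibition above its plate's cutoff, the mean inhibition of sample wells plus 3 SD, cut at about 27% in these data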;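 note: 0% = acetylcholine EC80 with DMSO and 100% = DMSO without agonist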
# Target sequence (P08173 whole entry, looked up): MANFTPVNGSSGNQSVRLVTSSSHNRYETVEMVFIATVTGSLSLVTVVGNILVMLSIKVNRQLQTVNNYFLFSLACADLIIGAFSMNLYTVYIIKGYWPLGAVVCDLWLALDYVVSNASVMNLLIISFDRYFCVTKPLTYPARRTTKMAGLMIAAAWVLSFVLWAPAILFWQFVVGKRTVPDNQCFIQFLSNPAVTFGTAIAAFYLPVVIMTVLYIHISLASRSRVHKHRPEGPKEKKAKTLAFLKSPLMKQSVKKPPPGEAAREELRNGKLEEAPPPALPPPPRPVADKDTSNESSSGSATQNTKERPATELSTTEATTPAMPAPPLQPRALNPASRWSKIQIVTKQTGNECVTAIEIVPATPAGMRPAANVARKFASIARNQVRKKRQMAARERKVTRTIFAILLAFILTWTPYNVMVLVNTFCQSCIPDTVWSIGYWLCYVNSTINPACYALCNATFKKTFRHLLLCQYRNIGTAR
# CRFBP-R2 block: antagonists of CRF-BP/CRF-R2 complex, primary screen, cell-based, HEK293, calcium dye fluorescence, uHTS; 0.59% of 350,000 active; CRF-induced calcium fluorescence; AID 588475, 2011; inhibition, % at 11.8 µM;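 active = inhibition of the ligand-induced calcium signal above about 50% at the single tested concentration, limit read from the data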
# M5 ag: human M5 muscarinic receptor agonists, primary screen, CHO-K1 cells, Fluo-8 calcium fluorescence; CHO-K1 hM5 cells; 0% DMSO wells, 100% maximal acetylcholine response; activation, % at 3 µM; 0.19% of 360,000 active; AID 624037, 2012;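 active = activation above the run's mean over test compounds plus 3 SD, cut at about 23% in these data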;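 note: signal is peak over basal fluorescence ratio across the kinetic read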
# Target sequence (P08912 whole entry, looked up): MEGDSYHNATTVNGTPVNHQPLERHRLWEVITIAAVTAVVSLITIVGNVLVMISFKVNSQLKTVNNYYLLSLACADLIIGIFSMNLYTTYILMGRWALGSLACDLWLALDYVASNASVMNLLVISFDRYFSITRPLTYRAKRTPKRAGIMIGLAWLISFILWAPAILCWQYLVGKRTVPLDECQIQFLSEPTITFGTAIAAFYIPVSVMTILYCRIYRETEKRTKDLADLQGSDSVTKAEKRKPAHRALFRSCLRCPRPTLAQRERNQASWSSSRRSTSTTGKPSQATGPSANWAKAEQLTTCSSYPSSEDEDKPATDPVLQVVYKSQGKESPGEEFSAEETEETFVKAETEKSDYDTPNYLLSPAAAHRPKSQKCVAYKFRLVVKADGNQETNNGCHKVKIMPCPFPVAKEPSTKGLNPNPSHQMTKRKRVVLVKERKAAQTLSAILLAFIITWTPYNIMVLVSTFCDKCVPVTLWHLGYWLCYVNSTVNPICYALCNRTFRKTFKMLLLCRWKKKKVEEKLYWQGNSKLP
# CRFR2-BP ag: agonists of CRF-BP/CRF-R2 complex, primary screen, cell-based, HEK293, calcium dye fluorescence, uHTS. 0.46% of 350,000 active. activation, % at 13.2 µM. calcium dye fluorescence (FLIPR); percent of saturating CRF peptide response;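 active = activation of at least 50%, plus an integration ratio under a set limit after plate pattern correction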;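 note: plate controls were neutral control wells without compound for no effect and CRF at EC100 for full effect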
# CHRM4 PAM: human M4 muscarinic receptor positive allosteric modulators, primary screen, CHO-K1 cells, Fluo-8 calcium fluorescence; Muscarinic acetylcholine receptor M4 (Homo sapiens), P08173; activation, % at 3 µM; AID 624126, 2012; 0.4% of 360,000 active; CHO-K1 hM4/Gqi5, ACh EC20; 0% = ACh EC20, 100% = maximal ACh;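 active = activation above its plate's cutoff, the mean activation of sample wells plus 3 SD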; note: some results filed as inactive read as strong as hits
# M5 antag: human M5 muscarinic receptor antagonists, primary screen, CHO cells, Fluo-8 calcium fluorescence | inhibition, % at 3 µM | AID 624040, 2012 | Muscarinic acetylcholine receptor M5 (Homo sapiens), P08912 | 0.59% of 360,000 active | CHO-hM5 cells, ACh EC80;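 active = inhibition above a per-plate cutoff, the mean of that plate's test compounds plus 3 SD, cut at about 27% in these data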;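 note: 0% = acetylcholine EC80 with DMSO and 100% = DMSO without agonist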
# CHRM4 agonist: human M4 muscarinic receptor agonists, primary screen, CHO-K1 cells, Fluo-8 calcium fluorescence; AID 624127, 2012; 0.14% of 360,000 active; CHO-K1 hM4/Gqi5; vehicle 0%, full acetylcholine response 100%; activation, % at 3 µM; Muscarinic acetylcholine receptor M4 (Homo sapiens), P08173;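 active = activation above the run mean over all test wells plus 3 SD, cut at about 32% in these data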;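 note: peak over basal fluorescence ratio per well then scaled between controls; 0% = DMSO wells and 100% = acetylcholine at EC100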
# IDE inh: human IDE inhibitors in live cells, primary screen, fluorescence polarization, HEK cells, FAbetaB substrate; Insulin-degrading enzyme (Homo sapiens), P14735; FAbetaB cleavage; inhibition, % at 5.59 µM; 0.41% of 320,000 active; AID 434962, 2010;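 active = percent inhibition above the average of all tested compounds plus 3 SD, set per screening campaign, cut at about 16% in these data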;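 note: IDE supplied by intact live HEK cells; FP after avidin binding of uncleaved biotin substrate so inhibition keeps polarization high; 0% = DMSO wells and 100% = 60 µM reference IDE inhibitor Ii1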
# CHRM5 PAM: human M5 muscarinic receptor positive allosteric modulators, primary screen, CHO-K1 cells, Fluo-8 calcium fluorescence; 0.3% of 360,000 active; activation, % at 3 µM; CHO-K1 hM5, ACh EC20 PAM; 0% = ACh EC20, 100% = ACh EC100; AID 624038, 2012; Muscarinic acetylcholine receptor M5 (Homo sapiens), P08912;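 active = activation above the run cutoff, the mean activation of all test compounds plus 3 SD, cut at about 18% in these data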
#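 Assay system: CHO-K1 hM5 cells. Also added: acetylcholine at EC20 concentration, added after compound. Dosing: 3 µM, single dose. Times: compound preincubation 140 s before EC20 acetylcholine addition. Signal: Fluo-8 calcium fluorescence. Measure: % activation relative to EC20 and EC100 ACh responses. Repeats: singlicate, one well per test compound.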
# The depositor's hits bear a star; / = no result given. Outcome played no part in choosing rows; any-hit rate near 2.9%.
Structure	CHRM4 antagonist	CRFBP-R2 block	M5 ag	CRFR2-BP ag	CHRM4 PAM	M5 antag	CHRM4 agonist	IDE inh	CHRM5 PAM
COc1ccc(CNC(=O)Oc2ccccc2)cc1Cl	1	-18	-6	-0.1	-3	-3	-1	1	-7
COc1ccc(OCCCC(=O)OCC(=O)Nc2ccc(Cl)cn2)cc1	-8	-3	3	-0.4	2	0	2	-2	6
COc1ccccc1N(C)c1cc2c(c3c1ccn3C)C1CCC2O1 (stereo unspecified)	-20	/	0	/	1	-2	0	/	-4
NC(=O)C1CCN(C(=O)CC2(CC(=O)O)CCCC2)CC1	13	-3	-7	0.0	-4	15	0	6	-10
Clc1nc(-c2ccccc2)ncc1Oc1ccccc1	9	-5	4	5.9	0	-5	0	1	10
COC(=O)[C@H]1[C@H](C(=O)OC)[C@@H](C(=O)OC)N(c2ccc(OC)cc2)[C@@H]1C(=O)OC	5	14	1	0.1	-5	2	1	5	-2
CCOC(=O)CSc1nnc(-c2ccccc2OC)o1	-10	-26	0	-0.8	-1	-7	2	0	10
C[C@@H](CN1C(=O)C(=O)NC[C@@H]1Cc1ccc(O)cc1)NC(=O)Cc1ccccc1	5	-4	1	-0.5	10	5	2	-3	-3
Cc1cccc(N2CCN(c3ccc(NC(=O)/C=C(/C(=O)O)c4ccccc4)cc3)CC2)c1	5	22	-2	-3.0	6	3	1	0	1
COc1ccc([N+](=O)[O-])cc1NC(=S)Nc1ccccc1	6	-12	-2	-0.4	-3	1	0	0	-7
O=C(Nc1ccc([N+](=O)[O-])cc1)c1cccc([N+](=O)[O-])c1	-3	3	2	-0.8	5	-1	2	/	0
NC(=O)N/N=C/c1sc(N2CCCCC2)nc1-c1cccs1	-7	-3	-15	-1.3	-4	9	0	6	2
CCOC(=O)CS(=O)(=O)c1nc(-c2ccc(F)cc2)cc(C(F)(F)F)n1	21	-12	3	28	2	11	2	1	15
CCOc1ccccc1NC1=NCC(=O)N1Cc1ccc(F)cc1	0	7	0	0.1	8	6	-1	7	5
COc1cccc(/C(C)=N/N=C(\C)c2cccc(OC)c2)c1	12	6	3	0.2	-1	3	0	/	-3
O=C(Nc1cc(Cl)ccc1Cl)c1cc(-c2ccco2)on1	-9	-3	-2	0.5	4	18	1	-1	-7
COc1ccc(/C=N/NC(=O)CNc2c(Br)cc(C)cc2Br)c(C(=O)O)c1OC	7	8	-2	-0.9	-1	2	1	1	-1
Cc1oc(-c2ccc3c(c2)OCCO3)cc1C(=O)NC(Cc1ccccc1)C(=O)O (stereo unspecified)	8	-7	8	-0.6	-13	14	16	8	-12
COc1ccc(NS(=O)(=O)c2cccc(C(=O)NN=Cc3cc(Br)c(O)c(Br)c3)c2)cc1	2	0	2	0.8	-4	18	-1	3	2
COc1ccc(NC(=O)c2sc3cc(C(F)(F)F)cnc3c2-c2cccs2)cc1	4	-37	-2	5.5	21	-1	0	7	11
OCC[C@@H]1C[C@H](O)[C@@H](O)[C@]2(CCc3ccccc3CO2)O1	12	6	0	4.7	7	3	1	1	5
Cc1cc(C)cc(N(C(=O)C2CCCC2)C2C=CS(=O)(=O)C2)c1 (stereo unspecified)	-7	-3	1	-0.9	3	8	2	1	-2
COc1ccc(-c2nc(CN3CCC(C(=O)N4CCOCC4)CC3)c(C)o2)c(OC)c1	-3	-1	-1	1.1	7	10	2	-2	-5
CCN(CC)CCn1c(SCC(=O)NCCC2=CCCCC2)nc2c(sc3ccccc32)c1=O	-7	-19	-12	-3.0	0	2	1	1	3
O=[N+]([O-])c1ccc(NN=Cc2ccccc2O)nc1	-3	-19	-2	0.3	-2	0	4	/	-5
Cc1nnc(SCC(=O)Nc2nccs2)[nH]c1=O	-7	1	-2	-1.7	2	1	1	-1	3
O=C(O)CSc1nc2c(c(C(F)(F)F)n1)CCc1ccccc1-2	5	-24	4	0.5	-2	12	18	-6	-3
CCc1cccc2c(C(=O)CSc3nncn3-c3ccc(OC)cc3)c[nH]c12	6	-4	-2	-0.7	-7	0	4	5	-2
O=C(CCNc1ccccc1)c1cccc([N+](=O)[O-])c1	-22	6	-2	-1.5	-4	-18	0	1	5
CCNC(=O)c1cccc(NC(=O)CC2SC(N3CCCCC3)=NC2=O)c1 (stereo unspecified)	-6	4	7	0.9	4	-6	-1	-3	4
O=C(CCC(=O)Nc1nnc(C2CCCCC2)s1)NCc1ccc(F)cc1	-6	27	-3	3.3	3	10	0	0	3
O=[N+]([O-])c1ccc2c(c1)C(O)n1nc(-c3ccc(Cl)cc3Cl)nc1S2 (stereo unspecified)	-18	-6	-3	0.8	7	0	1	4	25*
CC(=O)c1sc(NC(=O)COc2ccc(C)c(C)c2)nc1C	-1	8	-2	-0.2	3	0	1	6	-1
CCOC(=O)c1cc(-c2ccc(C)cc2)nc2nc(SC)[nH]c(=O)c12	-8	18	-2	-0.1	4	4	-1	3	-4
Cc1ccc(-c2nnn(CC(=O)N(c3ccccc3F)C(CC(C)C)C(=O)NCC3CCCO3)n2)cc1 (stereo unspecified)	10	-9	0	0.0	-1	-4	0	-3	3
COCCNC(=O)CN(CCc1ccccc1)S(=O)(=O)c1ccc(OC)cc1	22	-18	-3	-0.4	9	4	2	2	-5
O=C(COC(=O)c1cc(S(=O)(=O)N2CCOCC2)ccc1O)NCCc1ccccc1	-6	-10	-4	-0.2	0	-2	1	-1	-2
CCOC(=O)CSC1=C(C#N)C(=O)NC(c2ccc(OC)c(OC)c2)S1 (stereo unspecified)	1	-10	-2	-0.3	1	0	0	4	-8
O=C(Nc1cccnc1)/C(N=Nc1ccc(Cl)c(C(F)(F)F)c1)=C(\O)c1ccccc1	-10	-14	0	1.2	6	-8	1	1	7
C/[N+]([O-])=C/c1c(OCc2ccc(Cl)cc2Cl)ccc2ccccc12	-2	10	-1	-1.7	4	5	1	-2	3
O=C(Cc1c(F)cccc1Cl)N/N=C/c1cccs1	-11	15	-1	-0.5	-3	16	3	4	-8
CCC(=O)N1c2ccc(S(=O)(=O)CCC(=O)N3CCN(c4ccccc4F)CC3)cc2CC1C (stereo unspecified)	6	14	5	-1.8	-10	-1	12	2	-6
Cn1cccc1CC(=O)NNC(=S)Nc1ccccc1Cl	6	-4	0	-0.4	-3	8	1	-1	-1
CCc1ccc(-c2nnn(CCC#N)n2)cc1	2	2	-3	0.0	2	3	1	7	0
COc1ccccc1Cc1c(C2CCCCC2)nc2cc(C)c(Br)c(C)n12	-7	/	0	/	2	6	0	/	-12
C[C@H](CO)N1C[C@H](C)[C@@H](CN(C)CC2CCOCC2)Oc2ncc(Br)cc2C1=O	-14	-10	0	0.2	5	-2	0	/	5
Cc1cc(C(=O)NCc2cc(F)cc3c2OCOC3)nn1C	0	-6	-2	0.5	14	16	1	-3	-6
CCOc1ccc(N2C(=O)CC(N3CCN(C(=O)CN4CCCC4)CC3)C2=O)cc1 (stereo unspecified)	-3	8	2	-1.4	6	10	2	-1	-5
Cc1ccc(SCC(=O)OCC(=O)N(C)CC(=O)Nc2ccc(F)cc2)cc1C	-9	-24	50*	9.3	1	-7	52*	-4	11
Cc1ccc(S(=O)(=O)N2CCCC2C(=O)Nc2nccs2)cc1 (stereo unspecified)	5	-1	-1	-1.7	14	2	2	-4	1
Cc1nc(COc2ccc(C(=O)NCc3ccccc3CN3CCCCC3)cc2)cs1	19	-4	-10	3.3	-13	5	2	-1	3
CN(C)c1ccc(C(=O)N2CCN(c3cc(C(F)(F)F)nc4ccccc34)CC2)cc1	-6	11	-6	0.3	-2	11	1	0	-4
Cc1nc(C)c(C(=O)O)s1	-7	4	0	-0.4	21	3	1	-1	5
COc1cc(C=CC(=O)c2cc(OC)c(OC)c(OC)c2)cc(OC)c1OC	-6	-8	4	-1.6	8	10	4	/	-2
Cc1ccc(F)cc1NC(=O)CSc1nc(Nc2ccccc2)nc(N2CCOCC2)n1	-1	-6	-2	0.0	14	0	0	-1	1
O=S(=O)(Cc1ccccc1)Nc1ccccc1	-2	-9	0	0.7	1	-1	1	1	3
CC(C)(C)OC(=O)C[C@H]1C/C=C\C[C@@H](CC(=O)N(CCO)Cc2ccccc2)C(=O)N[C@@H](Cc2ccccc2)COC1=O	-2	-2	-8	-2.3	-6	4	16	3	-19
O=C(Nc1cc(Cl)ccc1Oc1ccccc1)c1ccccc1F	-7	-12	-1	2.6	1	-2	-1	4	-2
Cc1nc2ccc(C(=O)NCCCn3ccnc3)cn2c1N(C)CC1CCCCC1	-9	/	-2	/	-6	-6	1	/	-1
CNc1ncc(C(=O)c2ccc(Cl)cc2)s1	7	8	-1	-0.5	1	0	1	0	0

# Continued:
Structure	CHRM4 antagonist	CRFBP-R2 block	M5 ag	CRFR2-BP ag	CHRM4 PAM	M5 antag	CHRM4 agonist	IDE inh	CHRM5 PAM
CCOC(=O)C1CCCN(Cc2c(C(=O)N3CCOCC3)nc3ccccn23)C1 (stereo unspecified)	-10	0	8	-0.8	2	1	2	-4	2
COc1cccc(-c2cc(C(=O)NCc3ccc(Cl)cc3)no2)c1	-8	-1	1	5.0	-1	1	5	3	-12
CCc1cc2c(=O)c(-c3cnn(-c4ccccc4)c3)c(C)oc2c(CN2CCCCC2)c1O	0	-17	-7	-0.7	-4	5	0	0	-12
CN(C)c1nc(N)nc(Cn2nnc(-c3ccc(C(F)(F)F)cc3)n2)n1	-19	-1	0	3.4	5	20	13	8	-9
CC1CCN(c2c(NCc3ccc(C(=O)N4CCc5ccccc54)cc3)c(=O)c2=O)CC1	-19	27	1	-1.5	8	-4	2	14	-1
COc1cccc(-c2ccc3ncnc(NCc4cc(C)cs4)c3c2)c1	-17	36	-6	-0.4	-1	-6	6	3	-6
CCCc1ccccc1OCCNC(C)=O	-9	2	-6	-2.0	14	4	1	-1	6
CC(=O)Nc1ccc(C(=O)Nc2cccc(S(=O)(=O)N(C)c3ccccc3)c2)cc1	7	-5	6	1.2	-5	-2	17	7	-20
CCNc1nc(NCC)nc(N/N=C/c2ccc(O)c(O)c2)n1	-4	-1	-1	-0.6	-8	5	1	-3	-2
COc1ccc(C(=O)NCc2nnc(SCC(=O)NCCc3ccccc3)o2)cc1	-7	32	-4	-1.1	-3	-4	1	3	-2

# Screening results from PubChem BioAssay.
